MrgX1 PAM = human MrgX1 positive allosteric modulation, primary screen. Q96LB2. MrgX1-HEK293, Fluo-4 calcium flux, FDSS; active compounds read high. B-score at 10 µM. 310,000 tested, 0.63% active. AID 588675;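 active means plate-corrected calcium response at least 3 library SD above typical, normal starting fluorescence, not activating the receptor alone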;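 further: compound read alongside a low EC10 to EC30 dose of BAM8-22 agonist; peak minus trough fluorescence over baseline measured at the second addition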
Target sequence (Q96LB2 whole entry, looked up): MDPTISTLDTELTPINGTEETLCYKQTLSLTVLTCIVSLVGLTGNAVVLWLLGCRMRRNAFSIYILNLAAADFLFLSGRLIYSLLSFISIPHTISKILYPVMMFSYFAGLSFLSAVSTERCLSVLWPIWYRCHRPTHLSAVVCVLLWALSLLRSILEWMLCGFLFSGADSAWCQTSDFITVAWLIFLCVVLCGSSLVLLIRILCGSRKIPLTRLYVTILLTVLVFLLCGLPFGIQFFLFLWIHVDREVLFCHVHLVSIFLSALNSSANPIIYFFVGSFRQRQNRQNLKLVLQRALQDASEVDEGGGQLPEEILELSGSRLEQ
MrgX1 antagonist = blocks BAM8-22 activation of human MrgX1 receptor. MRGX1-HEK293 calcium flux, Fluo-4, BAM8-22 antagonism; active compounds read low. 310,000 tested, 1.3% active. Q96LB2. B-score at 10 µM;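 active means calcium-response B-score plate-corrected more than 3 library SD below zero, starting fluorescence within 5 deviations, no agonist response on first addition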;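 further: peak minus trough fluorescence over baseline after final BAM8-22 challenge near maximal dose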
MrgX1 ag = agonists of human MrgX1 receptor; Q96LB2; MrgX1-HEK293 cells, Fluo-4 calcium fluorescence, agonist mode; active compounds read high; B-score at 10 µM; 310,000 tested, 0.44% active;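 active means calcium response B-score plate-corrected fluorescence ratio at least 3 library SD, with starting fluorescence B-score inside 5 SD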
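Material: HEK293 cells stably expressing human MrgX1 receptor | Quantity: 15,000 cells per well | Times: Cells plated overnight, dye loaded 0.5 h 37 °C, 0.5 h room temperature | Measured by: Kinetic Fluo-4 NW fluorescence of intracellular calcium | Control set: Positive and negative controls per plate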
ANO1 block = blocks the mouse calcium-activated chloride channel TMEM16A. 310,000 tested, 1.2% active. Q8BHY3. HEK293 TMEM16A/YFP iodide influx fluorescence, ionomycin. normalized B-score (activity score, 25-100; higher = stronger inhibition) at 10 µM. AID 588511;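 active means ratio plate-corrected score three or more library SD toward inhibition, starting fluorescence score within five deviations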;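 further: score derived from kinetic fluorescence span divided by baseline fluorescence per well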
HDAC3 inhib = human HDAC3 inhibition. AID 2718. 320,000 tested, 0.15% active. O15379. inhibition, % at 8.3 µM. recombinant HDAC3, fluorogenic peptide/trypsin coupled, fluorescence; in the data active means inhibition above about 26%, passing the limit was not always enough
Target sequence (O15379 whole entry, looked up): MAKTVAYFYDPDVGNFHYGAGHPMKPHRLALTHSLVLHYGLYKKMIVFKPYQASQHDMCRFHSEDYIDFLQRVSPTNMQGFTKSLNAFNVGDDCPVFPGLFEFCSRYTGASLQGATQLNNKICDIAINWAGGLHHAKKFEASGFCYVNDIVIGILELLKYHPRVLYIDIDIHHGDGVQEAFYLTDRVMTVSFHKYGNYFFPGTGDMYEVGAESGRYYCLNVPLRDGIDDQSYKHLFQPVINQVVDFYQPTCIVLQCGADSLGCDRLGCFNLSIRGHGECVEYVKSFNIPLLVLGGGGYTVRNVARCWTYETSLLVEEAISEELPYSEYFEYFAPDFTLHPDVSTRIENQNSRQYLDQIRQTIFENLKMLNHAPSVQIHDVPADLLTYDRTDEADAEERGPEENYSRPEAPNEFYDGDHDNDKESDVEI
TRPC6 inh = mouse TRPC6 channel inhibition. Q61143. HEK293-TRPC6, membrane potential dye, ACh-evoked depolarization; active compounds read low. B-score at 10 µM. 310,000 tested, 1.1% active. AID 2553;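 active means B-score under library mean minus 3 SD, initial fluorescence not abnormally high, positive integrated signal ratio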;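 further: B-score derived from integrated fluorescence ratio over the kinetic read; more negative B-score means stronger inhibition of depolarization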
SKKanGAS inh = blocks kanamycin growth of S. pyogenes SKKanGAS strain | 300,000 tested, 1.3% active | inhibition, % at 7.5 µM | BacTiter-Glo, 6 h;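 active means mean replicate score, as percent of positive control median, at least 50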;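 further: strain carries kanamycin resistance gene driven by streptokinase promoter and grows in 40 µg/ml kanamycin; loss of luminescence reflects streptokinase promoter inhibition or plain growth inhibition; 0% = median of DMSO wells and 100% = positive control at its reference dose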
RGS4 block = human RGS4 inhibition | HEK293 M3R/RGS4 inducible, Fluo-4 calcium flux; active compounds read high; triggered by carbachol at its EC20 | B-score at 10 µM | 310,000 tested, 0.45% active;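 active means B-score, a plate-corrected calcium signal, over three deviations above library mean, with baseline fluorescence within five deviations of library mean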;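 further: RGS4 expression induced by doxycycline in cells with stable M3 receptor; B-score is computed from the integrated fluorescence ratio over baseline after carbachol; higher B-score means a larger calcium signal and so more RGS4 inhibition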
Target sequence (P49798 whole entry, looked up): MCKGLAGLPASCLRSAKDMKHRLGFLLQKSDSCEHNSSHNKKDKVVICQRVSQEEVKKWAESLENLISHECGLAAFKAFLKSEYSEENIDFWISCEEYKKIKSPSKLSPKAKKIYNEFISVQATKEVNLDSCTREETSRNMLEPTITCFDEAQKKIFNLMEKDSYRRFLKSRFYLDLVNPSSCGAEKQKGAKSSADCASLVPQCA
TMEM16A act = activates or potentiates the mouse TMEM16A chloride channel | B-score at 10 µM | AID 623877 | 340,000 tested, 0.3% active | HEK293 TMEM16A/YFP-H148Q/I152L, iodide quench fluorescence; active compounds read low | Q8BHY3;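 active means fluorescence-ratio B-score plate-corrected deviation score at least 3 library SD below zero, with starting fluorescence score within 5 deviations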;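 further: channel opened by trigger with iodide after compound preincubation; score built on the fluorescence ratio of max minus min over baseline; more negative score means more quench and so TMEM16A activation or potentiation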
RGS4 act = RGS4 potentiation or activation; HEK293 M3R/inducible RGS4, carbachol calcium flux Fluo4; active compounds read low; B-score at 10 µM; 310,000 tested, 0.92% active;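 active means B-score of the integrated calcium signal more than 4 SD below the library mean, with starting fluorescence not abnormally high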;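 further: negative B-score means reduced calcium response which marks RGS4 activation or potentiation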
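Material: M3R-expressing HEK293 line, RGS4 induced by doxycycline | Schedule: Overnight RGS4 induction, 30 min dye load 37 °C, 20 min compound RT | Measured by: Fluo4 fluorescence kinetic imaging of calcium | Read-out: Integrated calcium ratio converted to B score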
TRPC6 activator = activators of mouse TRPC6 channel | Q61143 | B-score at 10 µM | HEK293-TRPC6 membrane potential dye fluorescence; active compounds read high | 310,000 tested, 0.13% active;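 active means B-score of the integrated fluorescence ratio above library mean plus 3 SD, and starting fluorescence ratio within library mean plus 5 SD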;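 further: higher score means more depolarization so channel activation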
Starred values were filed as active, the others as inactive. Hits appear at their usual frequency. About 6.7% of those tested had a hit in this group.

For CC(CN1CCCCC1)OC(=O)COc1ccc(Br)cc1 (stereo not drawn) the results were MrgX1 PAM inactive, MrgX1 antagonist inactive, MrgX1 ag inactive, ANO1 block inactive, HDAC3 inhib 7, TRPC6 inh inactive, SKKanGAS inh 0, RGS4 block inactive, TMEM16A act inactive, RGS4 act inactive and TRPC6 activator inactive.
`COc1cccc(OC)c1C(=O)Nc1ccc2c(c1)CCCN2S(=O)(=O)c1ccc(C)cc1` gave MrgX1 PAM inactive, MrgX1 antagonist inactive, MrgX1 ag inactive, ANO1 block inactive, HDAC3 inhib 1, TRPC6 inh inactive, SKKanGAS inh 0, RGS4 block inactive, TMEM16A act inactive, RGS4 act inactive and TRPC6 activator inactive.
Screening CC(=O)c1ccc(S(=O)(=O)N2CCN(C(=O)CSc3ccc(C)c(C)c3)CC2)cc1 returned MrgX1 PAM inactive, MrgX1 antagonist inactive, MrgX1 ag inactive, ANO1 block inactive, HDAC3 inhib -2, TRPC6 inh inactive, SKKanGAS inh -16, RGS4 block inactive, TMEM16A act inactive, RGS4 act inactive and TRPC6 activator inactive.
For CCc1ccc(-c2cc(C(F)(F)F)n3nc(C(=O)Nc4c(C)nn(Cc5ccc(F)cc5)c4C)cc3n2)s1 the results were MrgX1 PAM inactive, MrgX1 antagonist inactive, MrgX1 ag inactive, ANO1 block inactive, HDAC3 inhib 1, TRPC6 inh inactive, SKKanGAS inh 33, RGS4 block inactive, TMEM16A act inactive, RGS4 act inactive and TRPC6 activator inactive.
For O=C(CSc1nnc(NC(=O)C2CC2)s1)Nc1ccc(F)cc1 the results were MrgX1 PAM inactive, MrgX1 antagonist inactive, MrgX1 ag inactive, ANO1 block inactive, HDAC3 inhib 2, TRPC6 inh inactive, SKKanGAS inh 2, RGS4 block inactive, RGS4 act inactive and TRPC6 activator inactive.
Screening Cc1ccccc1CNC(=O)C1CCCN(c2nnc(C)c3c(C)n(-c4ccccc4)nc23)C1 (stereo not drawn) returned MrgX1 PAM inactive, MrgX1 antagonist inactive, MrgX1 ag inactive, ANO1 block inactive, HDAC3 inhib 2, TRPC6 inh inactive, SKKanGAS inh 3, RGS4 block inactive, TMEM16A act inactive, RGS4 act inactive and TRPC6 activator inactive.
For COc1ccc(C(CNC(=O)c2oc3ccc(OC)cc3c2C)N2CCCC2)cc1 (stereo not drawn) the results were MrgX1 PAM inactive, MrgX1 antagonist inactive, MrgX1 ag inactive, ANO1 block inactive, HDAC3 inhib -15, TRPC6 inh inactive, SKKanGAS inh -1, RGS4 block inactive, TMEM16A act inactive, RGS4 act inactive and TRPC6 activator inactive.
Screening O=C(COC(=O)c1cc(-c2ccncc2)nc2ccccc12)Nc1ccc2c(c1)OCO2 returned MrgX1 PAM inactive, MrgX1 antagonist inactive, MrgX1 ag inactive, ANO1 block inactive, HDAC3 inhib 5, TRPC6 inh inactive, SKKanGAS inh -4, RGS4 block inactive, RGS4 act inactive and TRPC6 activator inactive.
Screening COc1ccc(CC(=O)Nc2cccc(S(=O)(=O)N3CCCCCC3)c2)cc1OC returned MrgX1 PAM inactive, MrgX1 antagonist inactive, MrgX1 ag inactive, ANO1 block inactive, HDAC3 inhib 1, TRPC6 inh inactive, SKKanGAS inh -11, RGS4 block inactive, TMEM16A act inactive, RGS4 act inactive and TRPC6 activator inactive.
O=C1N(Cc2ccccc2)CCCC12CCCN(Cc1ccccc1)C2=O was read as MrgX1 PAM inactive, MrgX1 antagonist inactive, MrgX1 ag inactive, ANO1 block inactive, HDAC3 inhib -9, TRPC6 inh inactive, SKKanGAS inh -2, RGS4 block inactive, TMEM16A act inactive, RGS4 act inactive and TRPC6 activator inactive.
Screening CCCc1c(C(=O)N2CCN(c3ccccc3OC)CC2)cnn1-c1ccccc1 returned MrgX1 PAM inactive, MrgX1 antagonist inactive, MrgX1 ag inactive, ANO1 block inactive, HDAC3 inhib 1, TRPC6 inh inactive, SKKanGAS inh -2, RGS4 block inactive, TMEM16A act inactive, RGS4 act inactive and TRPC6 activator inactive.
Screening C=CCNc1nc(Cl)nc(Nc2ccc(OCC)cc2)n1 returned MrgX1 PAM inactive, MrgX1 antagonist inactive, MrgX1 ag inactive, ANO1 block inactive, HDAC3 inhib 3, TRPC6 inh inactive, SKKanGAS inh -13, RGS4 block inactive, TMEM16A act inactive, RGS4 act inactive and TRPC6 activator inactive.
Screening NC(=O)CCN1CCN(S(=O)(=O)/C=C/c2ccccc2)CC1 returned MrgX1 PAM inactive, MrgX1 antagonist inactive, MrgX1 ag inactive, ANO1 block inactive, HDAC3 inhib 4, TRPC6 inh inactive, SKKanGAS inh 6, RGS4 block inactive, TMEM16A act inactive, RGS4 act inactive and TRPC6 activator inactive.
`Cn1cc(C[C@H](NC(=O)OC(C)(C)C)C(=O)N[C@@H](CO)Cc2ccccc2)c2ccccc21` gave MrgX1 PAM inactive, MrgX1 antagonist inactive, MrgX1 ag inactive, ANO1 block inactive, HDAC3 inhib 10, TRPC6 inh inactive, SKKanGAS inh 7, RGS4 block inactive, TMEM16A act inactive, RGS4 act inactive and TRPC6 activator inactive.
O=C(Cc1c(F)cccc1Cl)NCC1CCCO1 (stereo not drawn) was read as MrgX1 PAM inactive, MrgX1 antagonist inactive, MrgX1 ag inactive, ANO1 block inactive, HDAC3 inhib 0, TRPC6 inh inactive, SKKanGAS inh 4, RGS4 block inactive, TMEM16A act inactive, RGS4 act inactive and TRPC6 activator inactive.
Screening CSc1ccccc1OCc1cc(C(=O)NCCN2CCCc3ccccc32)no1 returned MrgX1 PAM inactive, MrgX1 antagonist inactive, MrgX1 ag inactive, ANO1 block inactive, HDAC3 inhib 0, TRPC6 inh inactive, SKKanGAS inh 5, RGS4 block inactive, TMEM16A act inactive, RGS4 act inactive and TRPC6 activator inactive.
`COc1ccc(CN(C)S(=O)(=O)c2nnc(NC(=O)c3ccc(C)cc3)s2)cc1OC` gave MrgX1 PAM inactive, MrgX1 antagonist inactive, MrgX1 ag inactive, ANO1 block inactive, HDAC3 inhib 1, TRPC6 inh inactive, SKKanGAS inh 38, RGS4 block inactive, TMEM16A act inactive, RGS4 act inactive and TRPC6 activator inactive.
Oc1ccc(Cl)cc1CNCc1ccc(Cl)cc1 was read as MrgX1 PAM inactive, MrgX1 antagonist inactive, MrgX1 ag inactive, ANO1 block inactive, HDAC3 inhib 2 and TMEM16A act inactive.
Screening CCC1CCCCN1CCCNS(=O)(=O)c1ccc2c(c1)oc(=O)n2C (stereo not drawn) returned MrgX1 PAM 18*, MrgX1 antagonist inactive, MrgX1 ag inactive, ANO1 block inactive, HDAC3 inhib 2, TRPC6 inh inactive, SKKanGAS inh 2, RGS4 block inactive, TMEM16A act inactive, RGS4 act inactive and TRPC6 activator inactive.
`Cc1cc(=O)oc2cc(OCCC[n+]3ccccc3)ccc12` gave MrgX1 PAM inactive, MrgX1 antagonist inactive, MrgX1 ag inactive, ANO1 block inactive, HDAC3 inhib 8, TRPC6 inh inactive, SKKanGAS inh 3, RGS4 block inactive, TMEM16A act inactive, RGS4 act inactive and TRPC6 activator inactive.
For Cc1ccc(CNS(=O)(=O)c2c(C(=O)N3CCCCCC3)c(C)n(C)c2C)cc1 the results were MrgX1 PAM inactive, MrgX1 antagonist inactive, MrgX1 ag inactive, ANO1 block inactive, HDAC3 inhib -5, TRPC6 inh inactive, SKKanGAS inh 1, RGS4 block inactive, TMEM16A act inactive, RGS4 act inactive and TRPC6 activator inactive.
O=C(O)c1ccccc1NC(=O)C1CCCO1 (stereo not drawn) was read as MrgX1 PAM inactive, MrgX1 antagonist inactive, MrgX1 ag inactive, ANO1 block inactive, HDAC3 inhib -1, TRPC6 inh inactive, SKKanGAS inh -6, RGS4 block inactive, TMEM16A act inactive, RGS4 act inactive and TRPC6 activator inactive.
`Cc1ccsc1/C=C1\Oc2cc(OCC(=O)c3ccccc3)ccc2C1=O` gave MrgX1 PAM inactive, MrgX1 antagonist inactive, MrgX1 ag inactive, ANO1 block inactive, HDAC3 inhib 6, TRPC6 inh inactive, SKKanGAS inh 35, RGS4 block inactive, TMEM16A act inactive, RGS4 act inactive and TRPC6 activator inactive.
For CCCCn1c(SCC(=O)Nc2cc(C(F)(F)F)ccc2Cl)nnc1C(CC)N(C)C (stereo not drawn) the results were MrgX1 PAM inactive, MrgX1 antagonist inactive, MrgX1 ag inactive, ANO1 block inactive, HDAC3 inhib 9, TRPC6 inh inactive, SKKanGAS inh 1, RGS4 block inactive, TMEM16A act inactive, RGS4 act inactive and TRPC6 activator inactive.
`O=C(CCCn1c(=S)[nH]c2ccc(Br)cc2c1=O)N1CCN(c2ccccn2)CC1` gave MrgX1 PAM inactive, MrgX1 antagonist inactive, MrgX1 ag inactive, ANO1 block inactive, HDAC3 inhib -4, TRPC6 inh inactive, SKKanGAS inh 16, RGS4 block inactive, TMEM16A act inactive, RGS4 act inactive and TRPC6 activator inactive.
`O=C(Nc1nnc(C2CC2)s1)c1cccc(S(=O)(=O)N2CC(c3ccccc3)CC2=O)c1` (stereo not drawn) gave MrgX1 PAM inactive, MrgX1 antagonist inactive, MrgX1 ag inactive, ANO1 block inactive, TRPC6 inh inactive, SKKanGAS inh 19, RGS4 block inactive, TMEM16A act inactive, RGS4 act inactive and TRPC6 activator inactive.
COc1ccc(C(=O)Nc2ccc(S(=O)(=O)Nc3onc(C)c3C)cc2)cc1OC was read as MrgX1 PAM inactive, MrgX1 antagonist inactive, MrgX1 ag inactive, ANO1 block inactive, HDAC3 inhib -3, TRPC6 inh inactive, SKKanGAS inh 1, RGS4 block inactive, TMEM16A act inactive, RGS4 act inactive and TRPC6 activator inactive.
CO/N=C(/CNC(=O)c1ccc(Cl)cc1Cl)c1ccc(Cl)cc1 was read as MrgX1 PAM inactive, MrgX1 antagonist inactive, MrgX1 ag inactive, ANO1 block inactive, HDAC3 inhib -7, TRPC6 inh inactive, SKKanGAS inh -13, RGS4 block inactive, TMEM16A act inactive, RGS4 act inactive and TRPC6 activator inactive.
For COc1cccc(NC(=O)c2cccc(C)c2[N+](=O)[O-])c1 the results were MrgX1 PAM inactive, MrgX1 antagonist inactive, MrgX1 ag inactive, ANO1 block inactive, HDAC3 inhib -2, TRPC6 inh inactive, SKKanGAS inh 2, RGS4 block inactive, TMEM16A act inactive, RGS4 act inactive and TRPC6 activator inactive.
O=C(OCCCOC(=O)c1cc[n+]([O-])cc1)c1cc[n+]([O-])cc1 was read as MrgX1 PAM inactive, MrgX1 antagonist inactive, MrgX1 ag inactive, ANO1 block inactive, HDAC3 inhib -5, TRPC6 inh inactive, SKKanGAS inh 8, RGS4 block inactive, TMEM16A act inactive, RGS4 act inactive and TRPC6 activator inactive.

High-throughput results (PubChem)
